# High-throughput results: PubChem, several laboratories
# STAT1 inh: reduces IFN-gamma driven STAT1 reporter signal | actives 0.35% (n = 200,000) | AID 920 | NIH 3T3 STAT1-luciferase reporter, luminescence | inhibition, % at 5.5 µM;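 active = inhibition above a set limit, the mean inhibition across all tested compounds plus 3 SD, cut at about 34% in these data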;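 note: 0% = IFN-gamma with DMSO and 100% = IFN-gamma with 300 µM nifuroxazide; values of inactives mirror those of a sister screen read the other way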
# G6PDH CS: counter-screen for G6PDH assay hits: L. mesenteroides G6PDH inhibition; Purified L. mesenteroides G6PDH, diaphorase/resazurin coupled fluorescence, 45 min; inhibition, % at 5 µM; actives 0.12% (n = 200,000); in the data active = inhibition above about 50%
# STAT3 inh: reduces IL-6 driven STAT3 reporter signal. U3A cells, IL-6 STAT3-luciferase reporter, luminescence; host cell line lacks STAT1. inhibition, % at 5.5 µM. actives 0.89% (n = 190,000);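 active = inhibition above the mean inhibition across all screened compounds plus 3 SD, cut at about 44% in these data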;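 note: 0% = DMSO only wells and 100% = 100 µM nifuroxazide control wells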
# TLR4 MyD88 comp: inhibitors of human TLR4-MyD88 binding; O00206+Q99836; HeLa CL3-4 TLR4/MyD88 BLA complementation, FRET ratio; inhibition, % at 8.4 µM; actives 0.18% (n = 200,000); AID 861; in the data active = inhibition above about 25%;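 note: 0% = vehicle and 100% = reference inhibitor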
# Target sequence (O00206 whole entry, looked up): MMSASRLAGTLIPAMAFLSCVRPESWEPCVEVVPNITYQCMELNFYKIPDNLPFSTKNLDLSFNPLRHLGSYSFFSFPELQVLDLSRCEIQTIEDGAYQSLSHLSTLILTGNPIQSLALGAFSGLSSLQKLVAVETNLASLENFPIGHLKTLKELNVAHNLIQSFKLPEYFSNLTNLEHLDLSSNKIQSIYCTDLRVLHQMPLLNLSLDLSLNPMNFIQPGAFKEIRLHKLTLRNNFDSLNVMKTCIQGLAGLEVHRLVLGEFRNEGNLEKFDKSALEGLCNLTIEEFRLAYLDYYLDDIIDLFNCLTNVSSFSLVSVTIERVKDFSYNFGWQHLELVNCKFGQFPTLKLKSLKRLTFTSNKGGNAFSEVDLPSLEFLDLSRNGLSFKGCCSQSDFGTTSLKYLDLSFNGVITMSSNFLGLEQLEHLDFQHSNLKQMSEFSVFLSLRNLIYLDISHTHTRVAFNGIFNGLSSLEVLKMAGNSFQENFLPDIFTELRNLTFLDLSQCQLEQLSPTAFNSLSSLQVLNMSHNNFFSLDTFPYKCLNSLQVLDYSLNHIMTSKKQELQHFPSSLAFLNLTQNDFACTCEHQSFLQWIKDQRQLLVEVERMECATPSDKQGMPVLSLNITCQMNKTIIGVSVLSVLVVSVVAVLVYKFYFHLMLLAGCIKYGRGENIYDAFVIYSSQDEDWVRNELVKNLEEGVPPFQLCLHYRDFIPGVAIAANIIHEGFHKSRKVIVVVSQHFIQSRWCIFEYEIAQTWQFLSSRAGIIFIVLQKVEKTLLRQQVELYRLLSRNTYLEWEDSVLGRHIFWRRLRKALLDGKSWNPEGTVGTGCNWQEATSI
# Target sequence (Q99836 whole entry, looked up): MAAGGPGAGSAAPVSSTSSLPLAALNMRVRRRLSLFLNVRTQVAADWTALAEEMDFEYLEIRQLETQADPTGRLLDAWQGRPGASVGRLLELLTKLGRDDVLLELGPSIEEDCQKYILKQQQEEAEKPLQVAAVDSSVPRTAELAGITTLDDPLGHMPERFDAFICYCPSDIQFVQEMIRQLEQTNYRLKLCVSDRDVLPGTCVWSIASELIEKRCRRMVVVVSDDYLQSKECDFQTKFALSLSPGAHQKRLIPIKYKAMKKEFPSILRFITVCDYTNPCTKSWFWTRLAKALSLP
# Diaph act CS: activates diaphorase or chemically reduces, flagging diaphorase assay artifacts; actives 0.005% (n = 190,000); Diaphorase/resazurin coupled assay, resorufin fluorescence, 16 min; stronger effect = higher value; 1 = vehicle wells, 0 = NADH-free wells; activation factor at 20 µM;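 active = diaphorase activity raised at least twofold by the compound at 20 µM; inactive = activation factor below 2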
#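 Test system: Clostridium kluyveri diaphorase, purified enzyme. Buffer or medium: 50 mM HEPES pH 7.4 buffer plus MgCl2 and Tween 20. Also added: 0.114 mM NADH and 0.1 mM resazurin, final amounts. Dosing: compound 20 µM once, DMSO 1%. Schedule: 16 min enzyme reaction, ambient temperature. Detection: fluorescence of resorufin, 544 nm excitation, 590 nm emission.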
# STAT3 activator: increases IL-6 driven STAT3 reporter signal; U3A cells, IL-6 STAT3-luciferase reporter, luminescence; 100% = signal with IL-6 EC80 alone; activation (% of control), % at 5.6 µM; actives 0.91% (n = 190,000); AID 871;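 active = activation above the screen-wide mean of compound activation plus 3 SD, cut at about 130% in these data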;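 note: 0% = background luminescence of wells with medium and substrate only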
#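 System – human U3A cells carrying STAT3-luciferase construct · Probe or stimulus – Interleukin-6, 33 ng/mL · Schedule – compound 1 h, then IL-6 6 h at 37 °C · Signal – luminescence from STAT3-driven luciferase reporter · Evaluation – percent of IL-6-only median luminescence · Benchmarks – IL-6-only high control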
# Diaph inh CS: inhibits diaphorase or chemically oxidizes, flagging diaphorase assay artifacts. diaphorase resazurin-to-resorufin fluorescence, NADH, 16 min; bacterial (C. kluyveri) enzyme, not human. inhibition, % at 20 µM. actives 0.69% (n = 190,000);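 active = primary screen inhibition at 20 µM above a set limit, cut at about 50% in these data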;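 note: plate controls were DMSO with full reaction for no effect and wells lacking NADH for full effect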
#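 Assay system: diaphorase enzyme from Clostridium kluyveri. Quantity: enzyme working solution with 0.14 U/mL diaphorase. Schedule: reaction incubation of 16 min at room temperature. Technique: resorufin fluorescence, excitation 544 nm, emission 590 nm. Controls: No-NADH positive control and DMSO neutral control.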
# STAT1 activator: activators of IFN-gamma induced STAT1 signaling. NIH 3T3 STAT1-luciferase reporter, luminescence; 100% = IFN-gamma alone, no compound. activation (% of control), % at 5.5 µM. actives 2.6% (n = 200,000). AID 932;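 active = activation above the screen-wide mean activation plus 3 SD, cut at about 130% in these data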;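 note: raw ratio to IFN-gamma control signal so 100% means no change and 0% no light; values of inactives mirror those of a sister screen read the other way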
# Hsp70 activator: switches on Hsp70 transcription; HeLa Hsp70 promoter luciferase reporter, luminescence; scaled: vehicle 0, proteasome-inhibitor control 100%; activation, % at 10 µM; actives 0.04% (n = 200,000); AID 1203;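 active = activation above the mean across all tested compounds plus 3 SD, cutoff set per campaign, cut at about 5.5% in these data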;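 note: 100% = MG132 at 30 µM as the positive control and 0% = DMSO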
# APP transl inh: APP translation inhibition. SH-SY5Y APP 5'UTR-luciferase reporter, luminescence. inhibition, % at 2 µM. actives 0.82% (n = 190,000). AID 1285;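 active = inhibition above a set limit, derived from the sample mean plus 3 SD, cut at about 45% in these data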; note: values of inactives mirror those of a sister screen read the other way
# Active calls of the source: *; . = no result given.
# Order of results – STAT1 inh	G6PDH CS	STAT3 inh	TLR4 MyD88 comp	Diaph act CS	STAT3 activator	Diaph inh CS	STAT1 activator	Hsp70 activator	APP transl inh
> CC(C)(C)SCCNC(=O)CN1C(=O)c2ccccc2S1(=O)=O
    3	-4	-2	-5	0.8	106	22	97	-0.2	5
> Brc1cc(Br)c2ncnc(N3CCCCC3)c2c1
    4	3	16	-18	0.8	93	17	97	-0.6	-6
> Cc1cc(S(=O)(=O)N(Cc2ccccc2Cl)c2ccc3c(c2)CCC3)ccc1-n1cnnn1
    -7	8	21	-6	0.8	85	20	106	-0.3	-1
> CCc1nc(N)c(C#N)c(-c2ccc(O)c(OC)c2)c1C
    1	20	1	9	0.9	104	14	99	0.0	-2
> Cc1nc(SCC(=O)c2ccccc2)n[nH]1
    -5	12	12	7	1.1	96	-6	105	-0.4	-61
> O=C1c2cccc([N+](=O)[O-])c2C(=O)N1c1c[nH]c(=O)[nH]c1=O
    -6	6	2	10	0.9	105	7	106	0.4	-18
> COC(=O)c1c(NC(=O)C(C)C)sc2c1C(C(=O)OC)CC2 (centres undefined)
    -1	4	0	11	1	103	4	101	-0.2	2
> COc1cccc(CC2(CO)CCCN(Cc3ccccc3-c3ccco3)C2)c1 (centres undefined)
    1	13	-4	-16	0.8	108	19	97	0.0	3
> Cc1ccccc1N1C(=O)C(Cl)=C(N2CCCCCC2)C1=O
    1	10	7	0	0.7	99	29	99	-0.5	2
> O=C1/C(=C/c2ccccc2)CCCc2ccccc21
    -13	-8	6	1	0.7	98	26	112	-0.1	-71
> Cc1ccc(NC(=O)c2cccc(OCc3c(C)noc3C)c2)cc1
    -5	4	31	-11	1	74	2	102	0.0	0
> O=C(O)c1ccc(Cn2nnc3sc4c(c3c2=O)CCCC4)cc1
    -17	3	-8	-3	1	108	3	116	0.0	-37
> CC(=O)N1CCc2cc(NC(=O)c3ccc(C)cc3)ccc21
    -30	-29	29	-11	0.9	78	11	131*	-0.3	-2
> Cc1ccc(C)c(-c2[nH]ncc2CN2CCCC(CO)(Cc3ccccc3C)C2)c1 (centres undefined)
    -8	6	-7	2	1	110	1	106	-0.2	-18
> Nc1ccccc1NC1=CC(=O)CC(c2ccccc2)C1 (centres undefined)
    1	10	-5	9	0.9	107	6	98	0.1	-22
> COc1cc(C2C3=C(CC(C)(C)CC3=O)N(C)C(=O)N2C)cc(OC)c1OC (centres undefined)
    -4	7	16	-10	0.9	92	12	104	-0.4	1
> O=C(CS(=O)(=O)c1ccccc1)Nc1nc2ccccc2s1
    -8	17	-31	11	0.8	133*	23	108	-0.1	17
> CC1(C)COCN1S(=O)(=O)c1ccc(C(=O)Nc2nnc(-c3ccc(Cl)s3)o2)cc1
    10	3	19	0	1	89	1	90	-0.1	44
> O=C1Nc2ccc(S(=O)(=O)N3CCOCC3)c3cccc1c23
    5	12	-6	-2	0.8	106	16	100	0.6	-3
> Cc1cc(C)cc(NC(=O)N2CCCC2C(=O)Nc2ccc(-n3cnnn3)cc2)c1 (centres undefined)
    2	7	7	-5	1	94	0	98	-0.2	6

# As entered above:
# Under G6PDH CS, O=C1c2cccc([N+](=O)[O-])c2C(=O)N1c1c[nH]c(=O)[nH]c1=O is entered as 6
# Under TLR4 MyD88 comp, O=C1/C(=C/c2ccccc2)CCCc2ccccc21 is entered as 1

# STAT3 activator: hit marks shown above
SMILES	STAT1 inh	TLR4 MyD88 comp	Diaph act CS	STAT3 activator	Diaph inh CS	STAT1 activator	Hsp70 activator	APP transl inh
O=C(CS(=O)(=O)c1ccccc1)Nc1nc2ccccc2s1	-8	11	0.8	133*	23	108	-0.1	17

# Continued:
# Order of results – STAT1 inh	G6PDH CS	STAT3 inh	TLR4 MyD88 comp	Diaph act CS	STAT3 activator	Diaph inh CS	STAT1 activator	Hsp70 activator	APP transl inh
> O=C(Nc1cccnc1)c1ccc(Cl)c(S(=O)(=O)N2CCc3ccccc32)c1
    7	1	29	-8	0.9	77	12	94	-0.5	3
> Cc1ccc(N(C)S(=O)(=O)c2cccc(C(=O)Nc3nc4ccccc4[nH]3)c2)cc1
    5	13	8	3	1.1	92	-5	97	-0.4	5
> Cc1ccccc1NC(=O)COC(=O)/C=C/c1cn(-c2ccccc2)nc1-c1cccnc1
    0	8	-2	-3	0.8	101	16	100	-0.2	-9
> CCc1cccc(Nc2c3c(nc4ncnn24)CCC3)c1
    8	9	25	-19	1	83	4	90	-0.2	24
> CCCC(=O)Nc1cc(OC)c(OC)cc1C(=O)O
    -4	8	13	1	0.9	93	11	104	-0.3	8
> Cc1[nH]n(-c2ccccc2)c(=S)c1C=Nc1cccc([N+](=O)[O-])c1
    8	8	-13	3	0.7	118	27	93	-0.2	-11
> COc1ccccc1CNC(=O)CCC(=O)Nc1nnc(C(C)C)s1
    5	4	6	-15	0.9	100	8	95	-0.1	5
> Cc1sc2c(c1C)C(=O)NC(c1cccc(O)c1)N2 (centres undefined)
    -3	8	-52	4	0.9	144*	8	103	-0.1	-14
> CCOC(=O)N/N=C\c1ccc(-c2cc(Cl)ccc2Cl)o1
    -3	11	26	-2	0.8	82	25	103	0.0	1
> Cc1cc(=O)oc2cc(NC(=O)C3CC(=O)N(Cc4ccccc4)C3)ccc12 (centres undefined)
    -4	-3	10	14	0.9	95	5	104	-0.1	17
> CCNC(=O)CN(c1ccc(C)cc1)S(=O)(=O)c1ccccc1
    -6	1	-10	11	1.1	105	-8	106	-0.2	-16
> COc1ccc(CCNC(=O)C2CCN(c3ccc(N4CCOCC4)nn3)CC2)c(OC)c1
    4	0	4	6	0.9	100	12	97	-0.5	-3
> CCOc1cc2[nH]c(=S)n(CC3CCCO3)c(=O)c2cc1OCC (centres undefined)
    2	-17	-2	2	0.8	105	20	98	-0.1	12
> OC(COc1ccc2c(c1)OCO2)CN1CCN(c2ccccc2)CC1 (centres undefined)
    -4	-4	-3	-8	1	107	-2	104	0.0	-3
> CCN=c1scc(-c2cccs2)n1/N=C/c1cc(OC)ccc1O
    -5	4	-2	10	0.8	101	20	104	-0.1	-89
> O=C(Nc1cccc2ncccc12)c1cccnc1
    -6	28	8	-5	1	98	-3	105	0.2	-1
> O=[N+]([O-])c1ccc(N=NN(CCO)CCO)cc1
    -4	2	-1	-7	0.9	105	11	104	0.2	-13
> C/C(=N/NC(=O)c1cccs1)c1ccc(N2CCOCC2)cc1
    -31	0	5	-8	1	100	2	128	-0.2	-56
> CCOc1ccc(NCc2ccccc2OCc2cccc(F)c2)cc1
    -1	-3	22	-10	1	82	2	101	-0.2	-22
> COc1ccc(NC(=O)C(Sc2nnc(-c3ccncc3)n2-c2ccccc2C)c2ccccc2)cc1Cl (centres undefined)
    1	-27	-5	-1	0.7	102	28	101	-0.3	0
> S=c1[nH]nc(-c2ccccn2)n1/N=C/c1cccc(Cl)c1
    -9	3	3	-1	0.9	99	15	108	-0.2	-5
> O=C(COC(=O)CCCc1c[nH]c2ccccc12)Nc1ccc2c(c1)OCO2
    -1	0	-4	4	0.9	105	7	101	0.0	-7
> O=S(=O)(Nc1ccccn1)c1cccc(S(=O)(=O)c2ccc(Cl)cc2)c1
    10	-2	5	-7	0.9	98	5	91	-0.4	-9
> O=C1c2ccccc2NC(c2ccccc2Cl)N1N=C1CCCCCC1 (centres undefined)
    -43	8	-7	-8	0.9	104	13	139*	0.2	-44
> N/C(=N\OC(=O)CCCOc1ccccc1)c1cccc([N+](=O)[O-])c1
    -2	-3	4	-8	0.8	105	21	102	-0.2	-11
> COc1ccc(-c2n[nH]c(C)c2-c2cnn(-c3ccccc3)c2)c(O)c1C
    -1	1	21	-6	0.7	85	29	101	0.2	9
> O=C(NC1CCN(C(=S)NCc2ccco2)CC1)NC12CC3CC(CC(C3)C1)C2
    1	1	-2	-17	0.8	107	18	99	-0.3	0
> CCOc1ccccc1Nc1nnc(SCC(=O)NC(Cc2c[nH]c3ccccc23)C(=O)O)s1 (centres undefined)
    0	3	-12	-16	0.8	115	21	99	-0.4	2
> COc1ccc(N2CCN(C(CNC(=O)C(=O)NCCCn3ccnc3)c3ccco3)CC2)cc1 (centres undefined)
    6	3	9	-2	0.9	95	8	94	-0.3	12
> O=C(C1=C[C@H](c2ccc(C(F)(F)F)cc2)C[C@H](OCCCCO)O1)N1CCN(Cc2ccc3c(c2)OCO3)CC1
    10	14	.	7	0.8	.	24	92	-0.2	-1
> CCOc1ccc(N2CC(C(=O)NCc3ccc(C)n3C)CC2=O)cc1 (centres undefined)
    -6	0	6	-22	0.8	100	19	103	-0.1	-22
> COC(=O)C1=C(C)NC(C)=C(C(=O)OCCN(C)Cc2ccccc2)C1c1cccc([N+](=O)[O-])c1 (centres undefined)
    3	6	-4	19	0.8	105	23	97	-0.1	-16
> CC[C@H](C)[C@@H]1NC(=O)c2cc([N+](=O)[O-])cc(I)c2SC[C@@H](C(N)=O)NC(=O)[C@H](CCCCN)NC1=O
    1	4	0	-6	0.9	98	10	99	-0.4	-8
> CCOC(=O)c1c(P(=O)(N2CCOCC2)N2CCOCC2)noc1N
    8	3	12	-13	0.8	94	23	93	-0.2	1
> CC1=C(C#N)C(c2ccoc2)C(C(=O)OCc2ccccc2)=C(N)S1 (centres undefined)
    18	13	2	-4	0.8	102	24	83	-0.2	9
> Cc1ccc(S(=O)(=O)n2c(CN3CCCC(C)C3)nc3ccccc32)cc1 (centres undefined)
    6	4	-9	5	0.9	106	13	95	0.2	.
> CCN1C(=O)/C(=C/c2cnn(C)c2C)SC1=S
    13	2	10	7	0.9	96	14	88	1.5	6
> O=C(NCCCN1CCCC1)c1cc2c(Cl)nc3ccccc3c2s1
    -13	4	6	0	1.1	101	-10	110	0.0	19
> N/C(=N\OC(=O)c1ccco1)c1ccc(Br)cc1
    -67	3	16	-2	0.9	90	9	162*	0.5	-173
> CCOc1ccc(CONS(=O)(=O)c2ccc(NC(C)=O)cc2)cc1Cl
    3	-6	-3	-2	0.7	100	31	99	-0.2	5
> Cc1ccc(C(=O)Nc2ccnc(-c3cccnc3)n2)cc1
    -23	-2	15	3	1	89	1	120	0.1	-21
> Cc1ccc(N(CC(=O)Nc2ccc3c(c2)OCCO3)S(C)(=O)=O)cc1
    -28	5	-9	-2	1	112	2	124	0.2	-19
> COC(=O)c1ccc(CN2CCN(CCCc3ccccc3)C(CCO)C2)cc1 (centres undefined)
    2	9	1	2	0.9	103	13	97	-0.2	16
